Screens (PubChem)
Tat transport: inhibitors of E. coli Tat protein transport; E. coli MC4100 TorA-mCherry Tat export, fluorescence; inhibition, % at 10 µM; actives 0.036% (n = 340,000); AID 488895;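 active = mean replicate inhibition at least 50% and at least half of replicates individually reaching 50%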;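 note: exported cargo escapes ClpAP degradation while cytoplasmic cargo is degraded and loses fluorescence; 0% = median of neutral control wells and 100% = median of NaSCN control wells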
PfHsp90 set2: growth inhibition of yeast expressing Plasmodium Hsp90; S. cerevisiae expressing PfHsp90, BacTiter-Glo ATP, 48 h; yeast lacking PDR1 and PDR3 efflux regulators; inhibition, % at 9.4 µM; actives 0.32% (n = 310,000);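 active = every replicate shows inhibition above about 80%, whatever the replicate mean, limit read from the data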;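 note: 0% = DMSO neutral controls and 100% = 20 µM radicicol positive controls; yeast relying on Plasmodium falciparum Hsp90 in place of its own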
Ecoli viability: bacterial growth inhibition, counter-screen for AddAB inhibitors. inhibition, % at 11.9 µM. E. coli V3065 growth, OD600 absorbance, 18 h. actives 0.27% (n = 330,000). AID 449728;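 active = inhibition above the campaign's mean inhibition across all tested compounds plus 3 SD, cut at about 9.9% in these data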;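 note: uninfected addAB+ strain grown without phage in ampicillin broth; 0% = DMSO wells and 100% = ciprofloxacin 0.95 µg/ml wells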
PKA-R2B activ: activators of human PKA-R2B complex; P22694+P31323; PKA-R2B holoenzyme dissociation, Cy5-IP20 fluorescence polarization; R2B truncated from residue 108, S112A mutant; 0% DMSO only, 100% 113 µM cGMP; activation, % at 11.4 µM; actives 0.079% (n = 340,000);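 active = activation above a cutoff set at the mean over all compounds plus 3 SD, cut at about 18% in these data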;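 note: higher means more holoenzyme dissociation and a rise in polarization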
OPRM1-OPRD1 inv: inverse agonist of human OPRM1-OPRD1 heterodimerization. P35372+P41143. actives 0.21% (n = 340,000). cell-based MOR-DOR heterodimer luminescence, inverse agonism. inhibition, % at 9.3 µM; in the data active = inhibition above about 22%, passing the limit was not always enough;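 note: 0% = cells with DMSO and 100% = wells without cells with DMSO; values of inactives mirror those of a sister screen read the other way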
Target sequence (P35372 whole entry, looked up): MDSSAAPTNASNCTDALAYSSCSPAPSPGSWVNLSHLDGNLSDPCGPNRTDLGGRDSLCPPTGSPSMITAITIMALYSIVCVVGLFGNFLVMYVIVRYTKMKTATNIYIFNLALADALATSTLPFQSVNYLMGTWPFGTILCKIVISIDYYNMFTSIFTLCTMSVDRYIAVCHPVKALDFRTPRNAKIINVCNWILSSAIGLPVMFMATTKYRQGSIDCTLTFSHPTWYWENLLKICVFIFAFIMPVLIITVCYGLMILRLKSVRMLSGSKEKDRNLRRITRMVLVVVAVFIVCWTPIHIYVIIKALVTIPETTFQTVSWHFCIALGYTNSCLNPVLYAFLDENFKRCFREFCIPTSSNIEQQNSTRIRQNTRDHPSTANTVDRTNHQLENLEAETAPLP
Target sequence (P41143 whole entry, looked up): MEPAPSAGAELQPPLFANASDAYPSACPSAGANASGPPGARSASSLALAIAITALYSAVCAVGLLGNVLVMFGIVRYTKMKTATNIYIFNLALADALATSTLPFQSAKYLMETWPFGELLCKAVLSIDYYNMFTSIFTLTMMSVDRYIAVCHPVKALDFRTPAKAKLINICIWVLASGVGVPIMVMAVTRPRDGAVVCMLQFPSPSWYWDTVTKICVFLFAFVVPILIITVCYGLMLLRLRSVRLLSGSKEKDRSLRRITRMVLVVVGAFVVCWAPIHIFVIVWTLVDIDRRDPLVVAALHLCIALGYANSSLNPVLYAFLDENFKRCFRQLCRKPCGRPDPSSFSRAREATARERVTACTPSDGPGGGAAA
SUMO Mot1 rescue: blocks SUMOylation pathway, rescuing yeast Mot1-301 growth; S. cerevisiae Mot1-301 growth rescue, ATP luminescence, 38.5C; percent above DMSO median, 100 means doubled; growth rescue, % at 18.8 µM; actives 1% (n = 320,000); AID 2716;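 active = every valid replicate shows activation above 250% relative to neutral control wells; inactive = the rest, any valid replicate at or below 250%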;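 note: OY570 slx delta 5 strain wells were the positive control but not used for scaling; some compounds called inactive have numbers as strong as hits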
MOR-DOR ag: agonists of human mu-delta opioid receptor heterodimerization. actives 0.3% (n = 340,000). AID 504326. activation, % at 9.3 µM. cells, OPRM1-OPRD1 heterodimerization, luminescence; in the data active = activation above about 18%;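 note: 0% = vehicle-treated cells and 100% = reference agonist; values of inactives mirror those of a sister screen read the other way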
AddAB inh: less growth of phage-infected E. coli with AddAB. E. coli expressing H. pylori AddAB, absorbance growth. inhibition, % at 11.9 µM. actives 0.29% (n = 330,000). AID 435030; in the data active = inhibition above about 12%;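 note: 0% = vehicle wells of infected cells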
phage Ecoli inh: E. coli growth loss with phage present; growth absorbance; inhibition, % at 11.9 µM; actives 0.26% (n = 360,000); in the data active = inhibition above about 11%
PKA-R1A act: activates the PKA-R1A holoenzyme complex; PKA-R1A dissociation, Cy5-IP20 fluorescence polarization; scaled: DMSO 0%, 113 µM cGMP 100%; activation, % at 11.4 µM; actives 0.083% (n = 340,000);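 active = percent activation above the mean of all tested compounds plus 3 SD, cut at about 19% in these data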;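 note: higher means more PKAc released from R1A so a rise in polarization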
HTR5A inv ag: counter-screen for OPRM1-OPRD1 inverse agonists: human HTR5A inverse agonism; inhibition, % at 9.3 µM; HTR5A cell line, luminescence; P47898; actives 0.083% (n = 340,000); in the data active = inhibition mostly above about 23%, no sharp cut-off; inactive = mostly below about 18%;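 note: 0% = cells with DMSO and 100% = no-cell wells with DMSO; some compounds called inactive have numbers as strong as hits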
* hit, by the source's call; / = not tested or not shown.

smiles,Tat transport,PfHsp90 set2,Ecoli viability,PKA-R2B activ,OPRM1-OPRD1 inv,SUMO Mot1 rescue,MOR-DOR ag,AddAB inh,phage Ecoli inh,PKA-R1A act,HTR5A inv ag
O=C(Nc1ccc(Cl)cc1)Nc1nnc(/C=C/c2ccccc2)s1,3,8,1.3,-17,-1,27,0.1,-0.8,3.8,-16,-18
O=C(Cn1cc(Cl)c([N+](=O)[O-])n1)NCCC1=CCCCC1,-9,21,0.1,1,3,-19,-0.4,4.4,0.3,-3,19
C=C(C)C(=O)N1CC2(CC(c3cccc(NC(=O)CC)c3)=NO2)C[C@H]1C(N)=O (stereo partly drawn),-1,2,-1.4,-10,11,2,-1.9,-0.6,/,-10,1
CN(C)c1nc(-c2cn(CCC#N)c3ccccc23)cs1,-4,-100,-3.3,-6,6,-4,-1.0,0.3,3.0,-3,-4
CCC(C)Nc1nc2c(C)cccn2c(=O)c1C=Nc1ccc(OC)cc1 (stereo not drawn),-1,-111,0.9,-4,0,399,0.1,2.5,0.5,-9,-2
Cc1ccc(N2CCN(C(=O)c3ccccc3NC(=O)/C=C\C(=O)O)CC2)cc1,1,/,-1.3,-1,8,-8,-1.7,0.2,/,-9,3
Cc1cc(Cl)ccc1OCC(=O)OCC(=O)NC1CCCC1,4,-1,1.1,1,16,15,-3.7,1.8,-0.7,-2,-5
CCCC(C(=O)N1CCOCC1)N1C(=O)C2C3C=CC(C3)C2C1=O (stereo not drawn),5,9,-0.2,-7,-2,3,0.4,-1.5,1.7,2,-8
CC(=O)Nc1cccc(NC(=O)c2cc3ccccc3o2)c1,-2,16,1.0,-2,-1,1,0.2,1.5,1.9,-1,0
O=C(CSc1nncc2ccccc12)N1CCCCC1,26,53,1.0,-10,21,-3,-4.1,1.8,3.7,-6,9
O=C(Nc1cccc(F)c1)OC(CN1CCCCC1)C(F)(F)F (stereo not drawn),1,7,0.9,2,-17,-2,3.9,1.8,1.9,-4,-3
CCOCCCNC(=O)/C(C#N)=C/c1ccc([N+](=O)[O-])o1,-3,-6,1.2,8,-39,-9,8.4,4.1,-0.7,11,0
CN(C)C(=O)/C=C\c1cn(-c2ccccc2)nc1-c1ccc2c(c1)OCCO2,-2,19,-3.2,-4,-3,2,0.5,-1.9,4.4,-16,7
O=C(CN1CCCC1)Nc1c(C(=O)C2CC2)oc2ccccc12,2,20,-1.7,-10,-10,-4,2.0,-1.8,2.7,-3,-21
O=C(CSc1nc2[nH]ncc2c(=O)[nH]1)NCc1ccccc1,1,-25,-2.7,-2,3,-8,-0.6,1.2,2.0,1,9
CC(=NCCN1CCN(C(C)=C2C(=O)c3ccccc3C2=O)CC1)C1=C(O)CC(C)(C)CC1=O,1,2,0.6,4,8,74,-1.6,6.3,4.1,-2,-7
Cc1cc(/C=C2\SC(=S)NC2=O)cc(C)c1O,2,-2,-1.1,0,26,-1,-5.7,-2.7,-3.4,-1,17
Cc1cc(NC(=O)NC2CCCN2S(=O)(=O)c2ccc(Cl)cc2)no1 (stereo not drawn),2,32,-1.9,5,20,6,-4.7,2.2,-1.7,5,24
Cc1cc(C)c(NC(=O)CNC(=O)CNC(=O)C2CCCCC2)c(C)c1,-4,13,0.0,-3,10,-6,-1.8,-0.4,1.6,-3,-19
CC(=O)N1N=C(c2ccccc2)CC1c1cccs1 (stereo not drawn),-3,13,/,0,13,-10,-3.0,/,1.8,-16,-4
CN(Cc1cnc2nc(N)nc(N)c2n1)c1ccc(C(=O)NC(CCC(=O)O)C(=O)O)c2ccccc12 (stereo not drawn),2,-108,/,-5,5,/,-1.2,/,-1.2,-8,-10
CCCN(CC(=O)Nc1ccccc1C)C(=O)C1CCCN(C(=O)c2ccc(Cl)cc2)C1 (stereo not drawn),-4,10,-1.6,-8,16,-11,-3.0,0.2,0.2,-7,-6
COc1ccc(-c2noc(CN3C(=O)c4ccccc4C3=O)n2)cc1,1,16,-0.7,-6,2,106,-0.4,0.2,2.5,3,13
O=C(COC(=O)c1ccc(F)cc1)Nc1nc2ccc([N+](=O)[O-])cc2s1,1,-25,0.0,-9,-16,-16,3.2,1.7,2.4,-5,10
COc1ccc(N2CC(C(=O)Nc3ccc4c(c3)OCCO4)CC2=O)cc1 (stereo not drawn),-5,1,-2.3,2,14,8,-2.7,0.9,2.7,-6,-5
Cc1noc2ncnc(SCc3ccc(C(F)(F)F)cc3)c12,13,-39,1.3,-5,-32,15,6.4,6.0,7.0,-5,-7
c1ccc(Oc2cccc(CN3CCCCC3)c2)cc1,2,4,-0.1,-8,-5,-5,0.8,-0.6,2.0,-6,-7
COc1cc(-c2nc3c(c(C)nn3-c3ccccc3)c3cc(OC)c(OC)cc23)ccc1O,4,-12,-0.2,-14,9,-8,-2.1,2.2,2.4,-6,4
COC(=O)Cn1c(=O)c2c(nc3n2CC(C)CN3c2ccc(C)c(C)c2)n(C)c1=O (stereo not drawn),1,4,1.0,-3,13,-16,-2.5,-0.3,3.1,-3,-37
c1ccc(Oc2cccc(OCCCn3cncn3)c2)cc1,-5,-8,-2.6,-3,2,4,-0.4,-2.8,4.0,-4,-29
C=CCn1c(SCC(=O)Nc2ccc(O)cc2)nc2sc(CC)cc2c1=O,-2,6,-0.4,1,9,53,-1.7,2.6,-1.1,-7,-14
O=C(O/N=C(/c1ccccc1)c1ccncc1)c1cccc(F)c1,-12,-16,-0.5,-4,14,7,-2.6,2.6,3.4,-1,13
CCOC(=O)c1cnn(-c2ncnc3c2oc2ccccc23)c1N,-7,-2,0.4,8,10,/,-1.8,0.2,2.0,8,-10
CCN(C(=O)COC(=O)/C=C/c1ccccc1)C1CCCCC1,-5,8,-1.3,1,1,-10,-0.1,-0.5,1.2,-8,1
COc1ccccc1CC(=O)Nc1ccc2[nH]ncc2c1,-8,-9,-0.3,-1,4,-11,-0.8,6.3,0.0,4,8
CC(C)CC(C(=O)NC1CCCC1)N(Cc1ccc2c(c1)OCO2)C(=O)c1snc(C(N)=O)c1N (stereo not drawn),-15,-7,1.8,-2,5,23,-0.9,2.9,3.9,0,-7
COc1ccc(C(CNc2ccc(S(=O)(=O)N3CCN(C)CC3)cc2[N+](=O)[O-])N(C)C)cc1 (stereo not drawn),-2,/,/,-1,6,/,-0.9,/,2.1,8,17
O=C(O)CCC(=O)Nc1cc(C(F)(F)F)cc(C(F)(F)F)c1,10,-3,-0.6,0,-5,242,1.0,0.4,1.8,-13,0
Cc1ccc(CNC(=O)NC23CC4CC(CC(C4)C2)C3)cc1,4,-22,-0.3,-4,4,-2,-0.6,0.0,0.1,-7,0
Cc1c(Cl)cccc1NC(=S)NCCc1ccccn1,-2,-3,0.2,4,-4,-5,0.9,0.8,3.3,7,-16

Some of the entries so far, with two lines to a compound:
The line under a structure holds: Tat transport, PfHsp90 set2, Ecoli viability, PKA-R2B activ, OPRM1-OPRD1 inv, SUMO Mot1 rescue, MOR-DOR ag, AddAB inh, phage Ecoli inh, PKA-R1A act, HTR5A inv ag
> CCOCCCNC(=O)/C(C#N)=C/c1ccc([N+](=O)[O-])o1
→ -3, -6, 1.2, 8, -39, -9, 8.4, 4.1, -0.7, 11, 0
> CN(C)C(=O)/C=C\c1cn(-c2ccccc2)nc1-c1ccc2c(c1)OCCO2
→ -2, 19, -3.2, -4, -3, 2, 0.5, -1.9, 4.4, -16, 7

The results go on.
smiles,Tat transport,PfHsp90 set2,Ecoli viability,PKA-R2B activ,OPRM1-OPRD1 inv,SUMO Mot1 rescue,MOR-DOR ag,AddAB inh,phage Ecoli inh,PKA-R1A act,HTR5A inv ag
COc1ccccc1NC(=O)CN(c1ccccc1F)S(C)(=O)=O,-3,/,-2.6,-10,7,3,-1.3,0.2,3.3,-2,-18
CCN(C(=O)CCCC(=O)N(CC)c1ccccc1)c1ccccc1,1,-4,2.2,2,5,-13,-1.0,3.3,3.6,4,-3
O=C(NNC(=O)c1cc(Br)ccc1O)c1csc(N2CCOCC2)n1,-3,24,33*,-6,9,34,-1.7,37*,/,5,-6
CC(NC(=O)[C@H](NC(=O)[C@@H]1Cc2ccccc2CN1)c1ccccc1)c1ccccc1 (stereo partly drawn),3,-15,-1.5,-1,6,-20,-1.2,1.2,4.3,-3,0
C/C(=C\c1cccc(Cl)c1)C(=O)c1c(C)cc(C)[nH]c1=O,-2,14,-1.4,6,-5,49,1.0,-0.5,0.9,-9,-3
COc1ccc(-n2c(=S)[nH]c3cc(C(=O)NCc4ccccc4OC)ccc3c2=O)c(OC)c1,1,-14,2.1,-4,10,7,-1.3,4.0,0.3,-3,8
CCOC(=O)c1oc2ccccc2c1COC(=O)CNC(=O)c1ccccc1,5,-4,0.6,4,16,-9,-3.9,0.6,0.6,-4,1
COc1ccc(NC(=O)C(C)SCc2ccccc2)cc1OC (stereo not drawn),1,-15,0.0,1,1,-27,-0.3,1.4,1.0,-2,-21
O=C(O)c1ccc(S(=O)(=O)N(Cc2ccccc2)Cc2ccccc2)cc1,-7,1,-1.4,-4,22,44,-3.8,-2.9,-0.4,10,-8
CN(CC(=O)N1CCN(Cc2ccccc2)CC1)C(=O)Cc1cccc2ccccc12,7,-26,-1.3,-1,15,-10,-3.9,-0.9,0.6,-15,-35
CCOc1ccccc1C(=O)NCC(=O)OCC(=O)c1c(N)n(C)c(=O)n(C)c1=O,-2,2,-1.0,11,13,-3,-3.4,0.0,8.0,3,3
O=C(O)CCN1C(=O)/C(=C2\C(=O)N(Cc3ccccc3Cl)c3ccccc32)SC1=S,-8,-39,/,1,-29,-22,6.3,/,0.9,-4,4
COc1cccc(NC(=O)c2ccc(NC(=O)C(C)C)cc2)c1,-6,8,2.5,-3,12,-14,-2.4,5.2,5.5,3,-10
COc1ccc2ccccc2c1C(O)c1nccn1C (stereo not drawn),4,10,-0.5,10,-15,-15,2.8,-0.6,-1.4,-4,-6
Cc1cccn2c(=O)c3cc(S(=O)(=O)c4ccccc4)c(=N)n(Cc4cccnc4)c3nc12,6,15,1.0,2,17,9,-3.2,4.0,0.6,6,-4
COc1cc(C2C3=C(CC(C)(C)CC3=O)N(C)C3=C2C(=O)CC(C)(C)C3)cc(Br)c1O,0,-17,-0.3,-2,-16,-6,3.2,0.2,3.6,6,8
Cc1ccccc1NC(=O)c1cccc(C(=O)Nc2ccccc2C)c1,2,4,-0.2,5,-5,-4,1.1,3.2,0.8,0,13
O=C(Cn1nc(-c2ccco2)ccc1=O)Nc1ccc(Br)cc1,4,-22,-0.2,-7,13,82,-2.5,1.5,3.6,-8,9
CN(C)C(=O)c1cc(C(=O)c2ccccc2)c[nH]1,2,-13,-0.1,1,17,-10,-3.8,-0.3,-1.4,14,-13
CCOc1ccc(/C=N/NC(=O)C2CC2)c(OCC)c1,-1,-7,/,-4,14,7,-2.5,/,1.5,-8,-9
Cc1onc(-c2ccccc2Cl)c1C(=O)Nc1ccc(-c2cn3cccnc3n2)cc1,4,/,-0.4,-9,2,-24,-0.5,-0.3,/,-13,-9
